GALK inhibitor = qHTS Assay for Inhibitors of Human Galactokinase (GALK): NCGC Sytravon Library Screen; P51570; recombinant GALK, Kinase-Glo ATP luminescence, 1 h; Potency, µM (titrated, usually from 57.5 µM), without a hit: at the top dose activity, negative = inhibition, actives largely listed as inhibitors; 44,000 tested, under 10 active; AID 1347072, 2019;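 note: plate controls were full GALK reaction for no effect and reaction lacking GALK for full effect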
Target sequence (P51570 whole entry, looked up): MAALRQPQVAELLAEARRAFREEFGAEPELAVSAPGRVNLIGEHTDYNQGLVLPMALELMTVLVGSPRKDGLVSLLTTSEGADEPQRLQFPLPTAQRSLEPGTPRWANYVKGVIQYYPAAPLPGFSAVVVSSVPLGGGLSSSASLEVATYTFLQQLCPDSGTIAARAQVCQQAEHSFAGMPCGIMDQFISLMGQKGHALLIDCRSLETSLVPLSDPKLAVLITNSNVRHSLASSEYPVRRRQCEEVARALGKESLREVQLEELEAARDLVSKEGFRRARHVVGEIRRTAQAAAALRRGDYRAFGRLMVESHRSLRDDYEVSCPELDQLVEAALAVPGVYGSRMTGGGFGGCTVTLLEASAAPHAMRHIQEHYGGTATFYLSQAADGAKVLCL
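Luminescent ATP-depletion readout (Kinase-Glo Plus) after 1 h room-temperature incubation of human GALK (5 nM) with galactose 100 µM and ATP 35 µM, pH 8.0 HEPES/Mg2+ buffer; compounds tested in qHTS format.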
NTMT1 inhibitor = Primary qHTS for Inhibitors of N-terminal methyltransferase 1 (NTMT1): MTaseGlo Assay | N-terminal Xaa-Pro-Lys N-methyltransferase 1 (Homo sapiens), Q9BV86 | NTMT1 MTase-Glo SAH luminescence, purified enzyme | Potency, µM (highest dose often 114 µM), inactives show top-dose activity change, negative = inhibition, hits mostly inhibitors | actives 2.5% (n = 59,000) | AID 1645870, 2021;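 note: potency is the fitted concentration of half-maximal effect; plate controls were DMSO vehicle for no effect and no enzyme for full effect; nearly all actives have a fitted effect of over 65% in size; many of its hits are not listed in these tables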
Target sequence (Q9BV86 whole entry, looked up): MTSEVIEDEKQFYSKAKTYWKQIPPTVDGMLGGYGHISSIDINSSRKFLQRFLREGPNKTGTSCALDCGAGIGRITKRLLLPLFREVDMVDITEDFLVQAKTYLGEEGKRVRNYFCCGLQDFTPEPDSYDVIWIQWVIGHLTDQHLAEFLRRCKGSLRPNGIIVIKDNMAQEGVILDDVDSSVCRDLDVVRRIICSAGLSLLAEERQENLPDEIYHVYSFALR
FH mod = Identification of activators of human fumarate hydratase by quantitative high-throughput screening; FH coupled MDH/diaphorase resazurin fluorescence, 15 min; Potency, µM (highest dose often 79.9 µM), inactives show top-dose activity change, negative = inhibition, actives largely listed as inhibitors; actives 0.22% (n = 54,000); note: potency is the fitted concentration of half-maximal effect; % is set by controls: 0 for no effect and ±100 for the full control effect; the screen sought activators but most active calls are inhibition curves; nearly all actives have a fitted effect of over 45% in size
p53null 32C tox = qHTS Screen for Compounds that Selectively Target Cancer Cells with p53 Mutations: Cytotoxicity of p53 Null Cells at the Permissive Temperature | H1299-neo p53 null cells, ATP luminescence, 24 h, 32C | actives 0.62% (n = 55,000) | Potency, µM (titrated, usually from 46.1 µM), for inactives: at the highest dose activity change, negative = cytotoxicity, hits mostly cytotoxic;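 note: potency is the fitted concentration of half-maximal effect; 0% = DMSO only and -100% = full killing by 100 µM tamoxifen; nearly all actives have a fitted effect of over 55% in size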
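Luminescent ATP readout gave cell viability of p53-null H1299-neo cells after a 24 h compound exposure at the permissive 32C. Titrations ran up to 46 uM, and AC50s were fitted with the standard Hill equation.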
PTAP-TSG101 blk = qHTS Validation Assay for Inhibitors of HIV-1 Budding by Blocking the Interaction of PTAP/TSG101: Sytravon Library Screen; Tumor susceptibility gene 101 protein (Homo sapiens), Q99816; Fluorescence polarization, FITC-PTAP peptide/Tsg101, 20 min; Potency, µM (highest dose often 115 µM), for the others: top-dose activity change, negative = inhibition, hits mostly inhibitors; 44,000 tested, under 10 active; AID 1347069, 2019; note: potency is the fitted concentration of half-maximal effect; 0% is about no effect
Target sequence (Q99816 whole entry, looked up): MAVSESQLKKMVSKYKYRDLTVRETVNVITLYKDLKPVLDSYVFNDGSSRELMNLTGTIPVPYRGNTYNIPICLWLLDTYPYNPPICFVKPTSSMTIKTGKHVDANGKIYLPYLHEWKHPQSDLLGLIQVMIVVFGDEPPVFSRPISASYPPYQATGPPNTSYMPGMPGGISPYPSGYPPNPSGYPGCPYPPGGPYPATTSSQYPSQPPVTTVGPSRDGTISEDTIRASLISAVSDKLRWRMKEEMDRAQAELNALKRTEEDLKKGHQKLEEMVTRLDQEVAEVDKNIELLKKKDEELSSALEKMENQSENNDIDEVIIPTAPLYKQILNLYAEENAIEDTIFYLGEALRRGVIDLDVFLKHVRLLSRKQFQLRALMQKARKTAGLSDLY
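The Tsg101 binding domain, at 10 uM final, is mixed with compound and a FITC peptide bearing the PTAP motif (50 nM final). After 20 min at r.t., polarization is measured; actives defined by CRC class, efficacy cut-off 60% inhibition.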
B2AR arrestin ag = qHTS assay of beta-arrestin-biased ligands of beta2-adrenergic receptor: NCGC Sytravon Library Screen; HTLA Tango cells, beta-arrestin recruitment, luciferase luminescence, 18 h; Potency, µM (doses to about 46.1 µM), inactives show top-dose activation, usual class: activators; 44,000 tested, under 10 active; AID 1347077, 2019;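 note: potency is the fitted concentration of half-maximal effect; 0% = DMSO and full agonism = EC100 isoproterenol or metaproterenol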
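Receptor–beta-arrestin recruitment read by tTA-responsive luciferase: compound titrations (up to 46 µM) incubated 18 h with Tango cells, then luminescent substrate 15 min at room temperature. Concentration-response fits classified by r2, efficacy and activity.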
p53null 39C kill = qHTS Screen for Compounds that Selectively Target Cancer Cells with p53 Mutations: Cytotoxicity of p53 Null Cells at the Nonpermissive Temperature. H1299 p53-null (neo) cells, 39C, ATPlite viability, 24 h. Potency, µM (highest dose often 46.1 µM), for the others: at the highest dose activity, negative = cell killing, most hits filed as cytotoxic. actives 0.97% (n = 55,000);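 note: potency is the fitted concentration of half-maximal effect; 0% = DMSO only and -100% = full killing by 100 µM tamoxifen; nearly all actives have a fitted effect of over 50% in size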
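H1299 lung cancer cells, p53-null (H1299-neo) or expressing p53 A138V (H1299-p53A138V), were plated overnight at 37C, then exposed to compounds at up to 46 uM for 24 hr at 39C. Viability was read by ATP-based luminescence.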
Numbers without * were called inactive; u = inconclusive; x = no result given; [ ] = dose if it differs, or a comment. Calls come from the whole dose curve; as a rule, active = well fitted curve in the direction sought with a large enough effect; inconclusive = small, poorly fitted or top-dose-only effect, or another doubt; inactive = no such curve, though single readings can be large; an effect the other way counts as inactive or inconclusive.

mol | GALK inhibitor | NTMT1 inhibitor | FH mod | p53null 32C tox | PTAP-TSG101 blk | B2AR arrestin ag | p53null 39C kill
O=C(Nc1ccc(S(=O)(=O)N2CCCCCC2)cc1)c1cc(=O)c2ccccc2o1 | u | 6% | 6% | 0% | -2% | 0% | 9%
COc1ccccc1C(=O)OCc1cc(=O)n2nc(-c3cccs3)sc2n1 | u | -9% | 5% | -3% | 0% | -1% | -5%
COc1cccc(NC(=O)CSc2nc3c([nH]c4ccccc43)c(=O)n2-c2cccc(Cl)c2)c1 | 3% | 12% | u | -1% | -1% | u | -14%
CCOc1ccc(C(c2c(O)cc(C)n(Cc3ccco3)c2=O)N2CCCCC2)cc1 (configuration not stated) | 0% | -17% | u | -3% | -4% | 0% | -7%
CCOC(=O)c1cc2c(=O)n3ccccc3nc2n(C(C)C)c1=NC(=O)c1c(-c2c(F)cccc2Cl)noc1C | 0% | 1% | u | 12% | 16% | -1% | 33%[activator]
Cc1cc2nn(-c3ccc(F)cc3)nc2cc1NC(=O)c1ccc(C(C)(C)C)cc1 | 2% | 7% | 10% | -9% | 2% | 1% | u
CC(=O)N1CCC(N(CCCOC(C)C)C(=O)Nc2ccc(C)c(C)c2)CC1 | 0% | 9% | 20% | 2% | -3% | -2% | 2%
Cn1cc(C(=O)NCCc2ccc(Cl)cc2)c(=O)c2cc(S(=O)(=O)N3CCCCC3)ccc21 | 0% | 4% | 9% | 0% | -2% | 2% | 0%
Cc1cc(C)c(NC(=O)CN2C(=O)c3cccnc3Oc3ccc(Cl)cc32)c(C)c1 | 0% | -1% | 5% | -13% | 0% | 2% | -1%
Cc1cccc(C(=O)Nc2cc3nn(-c4ccc(C(C)C)cc4)nc3cc2C)c1 | 0% | 16% | 1% | -16% | -2% | 0% | -13%
CCCn1c2ccccc2c2cnn(CC(=O)NCCCN(Cc3ccccc3)C(C)C)c(=O)c21 | 7% | -2% | -3% | 7% | 1% | 0% | 0%
COc1ccccc1CNC(=O)CS(=O)Cc1nc(-c2ccc(OC)c(OC)c2)oc1C (configuration not stated) | 0% | 6% | 5% | -3% | 0% | 0% | -8%
CC1=C(C(=O)Nc2ccc(Cl)cc2)C(c2ccccc2F)n2nc(SCc3cccc(Cl)c3)nc2N1 (configuration not stated) | 5% | 3% | 0% | 10% | 0% | 1% | 16%
CCOC(=O)c1cc2c(=O)n3ccccc3nc2n(CC2CCCO2)c1=NC(=O)c1cccc(C(F)(F)F)c1 (configuration not stated) | -1% | -28% | 5% | -5% | 2% | 0% | 1%
CSc1ccc(-c2nc3cccc(C)n3c2Nc2ccc(Cl)cc2)cc1 | 7% | 0% | -28% | 12% | -2% | -2% | 33%[activator]
CC1=C(C(=O)Nc2ccccc2)C(c2cc(Br)ccc2F)n2ncc(C(=O)Nc3ccccc3)c2N1 (configuration not stated) | -1% | 17% | u | 13% | -7% | 2% | 20%
O=C(CCNS(=O)(=O)c1ccc2c(c1)CCCC(=O)N2)Nc1cccc(Cl)c1 | -2% | 41%[activator] | -6% | -6% | 0% | -1% | 1%
COc1cc(C2c3c(-c4c(C)cc(C)cc4O)n[nH]c3C(=O)N2Cc2ccco2)cc(OC)c1OC (configuration not stated) | -9% | 14% | -8% | 0% | 0% | -1% | -13%
CNC(=O)C1CCC(Cn2c(=O)c3sccc3n(Cc3ccc(F)cc3)c2=O)CC1 (configuration not stated) | -2% | -8% | 3% | 2% | 0% | 0% | -7%
COc1ccc2c(CNCCc3cccs3)c(C(=O)O)n(Cc3ccc(F)cc3Cl)c2c1 | 3% | 4% | u | 7% | -12% | 0% | 32%[activator]
Cc1ccc(CN(Cc2ccco2)C(=O)c2oc3cc(Br)ccc3c2C)cc1 | -2% | -6% | -21% | -3% | -7% | 0% | 31%[activator]
CCOc1ccccc1NC(=O)N1CCC2(CC1)Oc1ccccc1C(=O)N2Cc1ccccc1F | -1% | -1% | -19% | 1% | -3% | -2% | 13%
CCc1nnc2c(N3CCN(c4cc(Cl)ccc4C)CC3)nc3ccccc3n12 | -10% | 17% | -6% | -1% | 0% | 0% | 5%
CCn1c(CN2CCC(C)CC2)nc2cc(NC(=O)c3cccc([N+](=O)[O-])c3)ccc21 | 0% | 2% | -2% | -6% | 1% | -2% | -15%
Cc1ccc2c(c1)-c1onc(C(=O)N(C)c3ccc(F)cc3)c1CO2 | -2% | -2% | -12% | 0% | -2% | 0% | 38%[activator]
Cc1nc2scc(C)n2c(=O)c1S(=O)(=O)Nc1ccc(N2CCOCC2)c(Cl)c1 | 0% | 27% | 6% | 3% | -8% | 1% | -10%
Cc1ccc(-n2c(=O)c3ccc(C(=O)NCc4ccccc4Cl)cc3n(CC(=O)Nc3ccc(C)cc3C)c2=O)cc1 | -1% | 1% | 7% | 1% | 2% | 0% | -5%
COc1ccccc1N1CCN(S(=O)(=O)c2ccc3[nH]c4c(c3c2)CCCC4)CC1 | -6% | u | -23% | 10% | -6% | 1% | 3%
COc1ccc(-c2nc3sc(CCNC(=O)C(=O)Nc4c(C)cccc4C)c(C)n3n2)cc1 | -2% | -12% | -2% | -3% | 2% | -3% | 29%
O=C(CN1C(=O)COc2ccc(S(=O)(=O)N3CCOCC3)cc21)N1CCN(c2cccc(Cl)c2)CC1 | -2% | 3% | -5% | -6% | 1% | 0% | -10%
COc1cc2c(=O)n(CCC(=O)NCC3CCCO3)c(=O)n(CC(=O)Nc3ccccc3C)c2cc1OC (configuration not stated) | 7% | -7% | 22% | 1% | 0% | 0% | 3%
COc1ccc(-c2noc(CSc3nnc(-c4ccncc4)n3-c3ccc(C)cc3)n2)cc1OC | -1% | u | -15% | -4% | -7% | -2% | u
COc1ccc(CCn2c(=O)c3cccnc3n(CC(=O)Nc3c(C)cc(C)cc3C)c2=O)cc1OC | 6% | -16% | -6% | -1% | -1% | 0% | 3%
Cc1c(CC(=O)NCc2ccccc2Cl)c(=O)oc2cc(O)ccc12 | -2% | x | x | u | -2% | 1% | u
CCCN1CCN(CCCNC(=O)c2ccc3nc(Cc4ccccc4)oc3c2)CC1 | 0% | 1% | -20% | 3% | -3% | 0% | -18%
COc1cccc(C(=O)Nc2nc(-c3nnn(-c4cc(C)ccc4C)c3C)ns2)c1 | 3% | 14% | -7% | 6% | -1% | -1% | -13%
CCCCCOC(=O)CSc1nc2sc3c(c2c(=O)n1-c1ccccc1)CC(C)(CC)OC3 (configuration not stated) | 0% | -11% | -17% | 0% | 10% | 0% | 0%
O=C(OCc1cc(=O)n2nc(C3CC3)sc2n1)c1ccc(NC(=O)c2ccccc2F)cc1 | 1% | 11% | 7% | -4% | 4% | 0% | -13%
CC(C)NC(=O)C1CCCN(c2ncnc3c2nc2n3CCCCC2)C1 (configuration not stated) | 2% | 4% | -24% | -2% | 3% | 1% | -6%
Cn1nnnc1SCCNCc1cc(Br)ccc1OCc1ccccc1Cl | 8% | 15% | u | -19% | 0% | 1% | -2%
COc1ccccc1NC(=O)Cn1nnc(C(=O)Nc2ccccc2Br)c1N | -2% | 15% | 1% | -1% | -1% | 0% | -26%
COc1ccc(CCNC(=O)Cn2nc(C)n3c(cc4occc43)c2=O)cc1OC | 1% | 5% | 2% | -1% | 2% | -4% | 5%
Cc1ccc(C)c(N2CCN(C(=O)CS(=O)(=O)c3cccc4nsnc34)CC2)c1 | 2% | u | -21% | u | -6% | 1% | 21%
CCOc1cccc(NC(=O)C2CC(=O)N(C)C(=Nc3cccc(OC)c3)S2)c1 (configuration not stated) | -1% | 3% | -19% | u | -7% | 0% | u
CCCCn1c(=N)c(S(=O)(=O)c2ccccc2)cc2c(=O)n3cccc(C)c3nc21 | -1% | 13% | -7% | 19% | 0% | 7% | 2%
Cc1cn2c(=O)cc(COC(=O)c3cccc(NC(=O)c4ccccc4Cl)c3)nc2s1 | 0% | 7% | 0% | 5% | -2% | 0% | -2%
COc1ccc(OC)c(NC(=O)CSc2ncc3c(n2)-c2ccccc2N(C)S3(=O)=O)c1 | 3% | 2% | -10% | -5% | -1% | 1% | 2%
COc1ccc2c(c1)c1c(c(=O)n(-c3ccc(C)cc3)c(=O)n1CC(=O)Nc1cc(C)ccc1C)n2C | 0% | -7% | 2% | 6% | -1% | 0% | 16%
CCCN(CCC)CCCNC(=O)c1cn(CC)c2ccc(S(=O)(=O)N3CCc4ccccc4C3)cc2c1=O | 1% | -16% | -10% | 19% | -4% | 1% | -19%
Cn1cc(S(=O)(=O)c2ccccc2)c(=O)c2cc(F)c(N3CCOCC3)cc21 | 3% | 16% | 4% | -11% | -1% | -1% | -19%
COC(=O)c1cnn(-c2ccc(C(=O)Nc3ccc(C(C)=O)cc3)cc2)c1N | 1% | 7% | 14% | 3% | 0% | -3% | 2%
O=C(c1cccc([N+](=O)[O-])c1)N1c2ncnn2C2(CCCCC2)[C@@H]2CCCC[C@@H]21 | -1% | 7% | -18% | 10% | -3% | -5% | 28%
COc1ccc(NCc2cc3cc4c(cc3n(CC(=O)Nc3cc(C)cc(C)c3)c2=O)OCO4)cc1 | 0% | 3% | -17% | 9% | -7% | 0% | 11%
COc1ccc(CCNc2ncnc3c2c(-c2ccccc2)cn3-c2ccc(Cl)cc2)cc1OC | -2% | 4% | -18% | -6% | 1% | -1% | -1%
CCOc1ccc(CNCCSc2nnnn2C)cc1OC | 2% | -3% | 1% | 21% | -1% | 1% | -16%
Cc1cc(C)c(NC(=O)CSc2nc3c([nH]c4ccccc43)c(=O)n2C)c(C)c1 | 0% | -3% | 0% | -1% | 1% | 0% | 13%
Cc1ccc(-c2cn3c4c(=O)n(C)c(=O)n(C)c4nc3n2-c2cccc(Cl)c2)cc1 | -1% | 2% | -34% | -6% | 3% | 7% | 1%
Clc1cccc(-c2ccc(CNCCSc3nnnn3-c3ccccc3)o2)c1 | -9% | 1% | -23% | -9% | -2% | -3% | 0%
CC1CCN(C(=O)c2ccc3c(c2)N(Cc2ccccc2)C(=O)c2ccccc2S3(=O)=O)CC1 | 8% | -2% | -29% | -7% | -6% | 6% | 2%

2 compounds from above, showing only p53null 32C tox, PTAP-TSG101 blk and GALK inhibitor.
SMILES | p53null 32C tox | PTAP-TSG101 blk | GALK inhibitor
CCOc1ccc(CNCCSc2nnnn2C)cc1OC | 21% | -1% | 2%
Cc1cc(C)c(NC(=O)CSc2nc3c([nH]c4ccccc43)c(=O)n2C)c(C)c1 | -1% | 1% | 0%

An excerpt; count on the stated rates, not on these rows.
